Screening data from PubChem.
AmpC inh detg = blocks E. coli AmpC beta-lactamase in detergent assay; P00811; AmpC hydrolysis of nitrocefin, absorbance 480 nm, 0.01% Triton; Potency, µM (top dose mostly 114 µM), for inactives: at the top dose activity change, negative = inhibition, actives largely listed as inhibitors; 0.041% of 370,000 active; AID 485294;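 further: potency means the concentration at half of the fitted maximal effect; 0% = no-compound wells and -100% = no-enzyme wells; nearly all actives have a fitted effect of over 25% in size; some results filed as inactive show a strong effect at the top dose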
Target sequence (P00811 whole entry, looked up): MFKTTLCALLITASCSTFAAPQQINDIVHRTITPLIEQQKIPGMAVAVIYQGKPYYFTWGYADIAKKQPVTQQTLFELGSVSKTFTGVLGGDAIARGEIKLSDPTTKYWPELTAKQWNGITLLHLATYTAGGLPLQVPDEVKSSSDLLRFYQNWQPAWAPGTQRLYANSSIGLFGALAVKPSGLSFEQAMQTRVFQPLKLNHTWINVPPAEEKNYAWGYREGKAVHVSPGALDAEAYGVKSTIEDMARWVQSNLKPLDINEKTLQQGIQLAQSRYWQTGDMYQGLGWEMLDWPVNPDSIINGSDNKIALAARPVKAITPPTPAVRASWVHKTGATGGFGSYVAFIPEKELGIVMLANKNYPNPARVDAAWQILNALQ
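AmpC (5.3 nM in the dispensed reagent) in 20 mM phosphate pH 7.0 with 0.01% (detergent screen) or 0.0001% Triton X-100 was preincubated with compounds for 15 min at room temperature. Nitrocefin was then added from an 800 uM solution, and hydrolysis was followed at 480 nm.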
AmpC no deterg = blocks E. coli AmpC beta-lactamase in detergent-free assay; AmpC nitrocefin hydrolysis, absorbance 480 nm, 0.0001% Triton; AID 485341; Potency, µM (top dose mostly 57.1 µM), for the others: at the top dose activity change, negative = inhibition, hits mostly inhibitors; 0.52% of 330,000 active; P00811;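 further: potency means the concentration at half of the fitted maximal effect; plate controls were no compound for no effect and no enzyme for full effect; nearly all actives have a fitted effect of over 20% in size; some results filed as inactive show a strong effect at the top dose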
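AmpC (5.3 nM in the dispensed reagent) in 20 mM phosphate pH 7.0 with 0.01% (detergent screen) or 0.0001% Triton X-100 was preincubated with compounds for 15 min at room temperature. Nitrocefin was then added from an 800 uM solution, and hydrolysis was followed at 480 nm.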
TbPYK inhibitor = inhibitors of Trypanosoma brucei pyruvate kinase; TbPYK enzyme, Kinase-Glo Plus ATP luminescence, 45 min; 0.12% of 410,000 active; Q57TT1; Potency, µM (top dose mostly 76.8 µM), inactives show at the highest dose activity, negative = inhibition, hits mostly inhibitors; further: potency means the concentration at half of the fitted maximal effect; nearly all actives have a fitted effect of over 50% in size
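Assay buffer: 50 mM TEA pH 7.2, 100 mM KCl, 10 mM MgCl2, 0.05% BSA, 0.01% Tween-20. Pyruvate kinase from T. brucei plus substrate met compound, then ADP (130 uM final). Luminescence was read post 45 min RT.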
AMA1 RON2 block = inhibitors of Plasmodium falciparum AMA1-RON2 interaction. AlphaScreen AMA1-biotinylated RON2 peptide binding. Potency, µM (titrated, usually from 58.2 µM), inactives show at the top dose activity change, negative = inhibition, actives largely listed as inhibitors. 0.2% of 360,000 active. AID 720542;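 further: potency means the concentration at half of the fitted maximal effect; 0% = vehicle wells and -100% = peptide control; nearly all actives have a fitted effect of over 45% in size; some results filed as inactive show a strong effect at the top dose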
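AMA1 (3D7) with his tag at 25 nM final met compounds first, then biotinylated RON2 peptide at 25 nM; detection used donor plus acceptor beads, 10 µg/mL apiece, read by AlphaScreen after 30 min at room temperature.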
HCMV inh = inhibitors of human cytomegalovirus; HFF cells, HCMV-luciferase reporter, 72 h; stronger effect = lower value; activity change, negative = inhibition, % at 57.5 µM; 4.5% of 410,000 active; AID 1259415; in the data active means activity change below about -60%; inconclusive means no clear call, values can overlap the other calls; inactive means above about -39%
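Screen run at 2 compound doses on HFFs infected with reporter HCMV, MOI 1 PFU/cell. Luciferase activity from cell lysates at 72 h post infection gave inhibition relative to buffer-only and Salinomycin wells.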
Sm TGR block = S. mansoni TGR enzyme inhibition. purified TGR, DTNB reduction, TNB absorbance 405 nm. Potency, µM (titrated, usually from 114 µM), inactives show at the top dose activity change, negative = inhibition, actives largely listed as inhibitors. 3% of 360,000 active. AID 485364; further: potency means the concentration at half of the fitted maximal effect; nearly all actives have a fitted effect of over 60% in size
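TGR 20 nM + NADPH 100 uM (dispensed conc.), cpd preinc 15 min RT; start with NADPH (500 uM addition) then DTNB (15 mM addition). Kinetic TNB absorbance, 405 nm filter. Four-parameter Hill fit across titration.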
LmPK inhibitor = LmPK (Leishmania mexicana) enzyme inhibition | 0.37% of 290,000 active | purified LmPK, Kinase-Glo ATP luminescence, 1 h | Q27686 | Potency, µM (series often up to 57.5 µM), for inactives: top-dose activity change, negative = inhibition, most hits filed as inhibitors; further: potency means the concentration at half of the fitted maximal effect
Target sequence (Q27686 whole entry, looked up): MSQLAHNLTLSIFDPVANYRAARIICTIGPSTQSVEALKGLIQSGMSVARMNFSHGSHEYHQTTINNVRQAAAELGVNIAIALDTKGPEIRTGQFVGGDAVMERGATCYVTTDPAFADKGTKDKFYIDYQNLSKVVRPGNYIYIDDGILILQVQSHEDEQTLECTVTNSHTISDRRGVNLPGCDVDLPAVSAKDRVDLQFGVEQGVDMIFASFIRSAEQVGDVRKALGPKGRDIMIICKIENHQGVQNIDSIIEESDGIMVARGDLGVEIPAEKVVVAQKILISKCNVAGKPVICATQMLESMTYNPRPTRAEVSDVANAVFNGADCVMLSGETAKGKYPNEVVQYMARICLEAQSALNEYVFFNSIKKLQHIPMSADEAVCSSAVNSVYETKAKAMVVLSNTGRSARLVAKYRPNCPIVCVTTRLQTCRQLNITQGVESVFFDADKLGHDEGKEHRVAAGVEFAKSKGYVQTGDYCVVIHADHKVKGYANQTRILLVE
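Kinase-Glo luminescence read after 1 h RT reaction of 0.1 nM LmPK with 0.5 mM PEP and 0.1 mM ADP. Activity scaled between uninhibited and enzyme-free controls.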
* = called active by the depositor; ? = inconclusive; . = not tested or not shown; [ ] = dose if it differs, or a comment. Unless noted, the call rests on the fitted dose curve; in most records, active means well fitted curve in the direction sought with a large enough effect; inconclusive means small, poorly fitted or top-dose-only effect, or another doubt; inactive means no such curve, though single readings can be large; an effect the other way counts as inactive or inconclusive. Unless noted, on the % scale 0 is the no-effect control and ±100 the full control effect. No enrichment for hits (roughly 7.4% active in at least one column).

Structure	AmpC no deterg	Sm TGR block	AMA1 RON2 block	HCMV inh	AmpC inh detg	TbPYK inhibitor	LmPK inhibitor
COc1ccc(CCNC(=O)CCCOc2cccc(C)c2C)cc1OC	74%[activator]	-1%	-1%	0	-6%	28%	9%
CCOC(=O)c1[nH]c2ccc(C)cc2c1N	-6%	-20%	-5%	66	-8%	-23%	13µM*
CCC(=O)OCC(=O)c1cc(C)n(-c2ccc(Br)cc2)c1C	-18%	-15%	?	-30	4%	4%	0%
Cc1cc(OCC(=O)Nc2cc(-c3nc4ccccc4[nH]3)ccc2C)ccc1Cl	.	-4%	.	54	1%	-2%	.
CCOC(=O)c1c(C)[nH]c(C(=O)CSc2nccc(C)n2)c1C	-11%	-9%	6%	3	-8%	3%	-3%
Cc1ccccc1NC(=O)c1ccc(OCc2c(C)noc2C)cc1	-14%	1%	5%	-27	1%	1%	.
COC(=O)C(NC(C)=O)(Nc1nc2ccc(S(C)(=O)=O)cc2s1)C(F)(F)F (stereo unspecified)	-11%	2%	5%	25	-1%	0%	2%
COc1cc(CC(=O)Nc2nccs2)cc(OC)c1OC	-5%	-25%	7%	68	-15%	1%	-5%
COc1ccc(CN2C(=O)c3ccccc3C2=O)cc1C(=O)N(C)CC(=O)Nc1c(C)cccc1C	86%[activator]	-1%	-3%	-29	-8%	-6%	.
CCCc1cc(=O)[nH]c2nnc(SCC(=O)Nc3cccc(NC(C)=O)c3)n12	-11%	-1%	20%	-11	2%	3%	.

Structure	AmpC no deterg	Sm TGR block	AMA1 RON2 block	HCMV inh	AmpC inh detg	TbPYK inhibitor	LmPK inhibitor
Cc1ccc(NC(=O)C2CC(=O)N(c3ccc4c(c3)OCCO4)C2)nc1 (stereo unspecified)	-7%	-1%	-4%	-23	?	-4%	.
CCN1CCN(CC(=O)n2c3c(c4ccccc42)CC(C)CC3)CC1 (stereo unspecified)	115%[activator]	-25%	-20%	-30	-1%	-1%	2%
COc1ccc(C(C)=O)cc1CC(C(=O)c1ccccc1)N(C)C (stereo unspecified)	-15%	-12%	-7%	-13	?	1%	-1%
CCc1ccc(NC(=O)N2CCCCCC2)cc1	-10%	-9%	12%	89	3%	-7%	-7%
O=C(c1ccc2nc(N3CCCCC3)sc2c1)N1CCN(c2ccccn2)CC1	13%	2%	15%	19	?	-5%	-4%
Cc1ccc(/C=N/c2sc3c(c2C#N)CCC3)o1	-21%	-30%	-18%	-17	?	-12%	-27%
Cc1ccccc1C(=O)NC(CC(C)C)C(=O)NN1C(=O)c2ccccc2C1=O (stereo unspecified)	-10%[2.29 µM]	5%	12%	-16	-3%	-8%	4%
COC(=O)CCCNC(=O)CC1C(=O)NCCN1Cc1ccoc1 (stereo unspecified)	-15%	45µM*	-2%	-6	1%	2%	0%
CC1(C)O[C@@H]2[C@H](O1)[C@@H](COS(=O)(=O)O)O[C@H]2n1cnc2c(=O)[nH]cnc21	0%	-1%	8%	22	-7%	-5%	.
CCOc1ccc(-c2oc3ccccc3c(=O)c2O)cc1OCC	.	10%	.	-65*	0%	-1%	.

Structure	AmpC no deterg	Sm TGR block	AMA1 RON2 block	HCMV inh	AmpC inh detg	TbPYK inhibitor	LmPK inhibitor
Cn1ccc(NS(=O)(=O)c2cc(Br)ccc2Br)n1	-6%	6%	-1%	-15	9%	-1%	.
CCCCN1C(=O)C2C3C=CC(C2C1=O)C1C2C(=O)N(CCCC)C(=O)C2C31 (stereo unspecified)	-2%	-2%	13%	-1	-2%	-3%	-4%
COc1ccccc1C(=O)N/C(=C\c1cn(C)c2ccccc12)C(=O)NCCCn1ccnc1	46%	?	-8%	9	1%	-8%	3%
CN(C)c1ccc(CNC(=O)Cn2c(-c3cccs3)cc3cc(Cl)ccc32)cc1	.	4%	.	-71*	16%	1%	.
CC1CCCCC1NC(=O)CO/N=C/c1ccc(OC(F)F)cc1 (stereo unspecified)	2%[2.29 µM]	-2%	16%	-23	-1%	0%	5%
CCOC(=O)N1CCN(C(=O)c2cnn(-c3ccccc3)c2NC(=O)c2ccccc2F)CC1	.	5%	7%	14	-2%	-4%	0%
Cc1cc(C)c(NC(=O)CC(C)(C)C)c(Cl)c1	-4%	10%	6%	-2	-6%	2%	-1%
CC(C)NC(=O)c1ccc(-n2c(=S)[nH]c3ccccc3c2=O)cc1	-16%	-13%	.	-84*	-13%	.	0%
Cc1ccc(S(=O)(=O)N2CCC(C(=O)NC3CCCC3)CC2)cc1Cl	-3%	4%	-1%	20	4%	2%	-1%
CC(C)OCP(=O)(c1ccccc1)c1ccccc1	-7%	14%[11.4 µM]	-14%	12	?	2%	5%

Structure	AmpC no deterg	Sm TGR block	AMA1 RON2 block	HCMV inh	AmpC inh detg	TbPYK inhibitor	LmPK inhibitor
COc1ccc(C(=O)c2sc3nc(C)cc(-c4cccs4)c3c2N)cc1OC	69%[activator]	-6%	19%	-61*	-3%	0%	2%
COC(=O)Nc1ccccc1C(=O)N1CCCCC1	-13%	-1%	-8%	46	-6%	.	8%
COc1ccc(S(=O)(=O)N2CCCC2CNC(=O)C(=O)NCc2ccc3c(c2)OCO3)cc1 (stereo unspecified)	-3%	-4%	-2%	-4	?	-2%	.
CN1CCN(c2nc3ccccc3c(=O)n2-c2ccccc2)CC1	-3%	0%	7%	29	?	1%	-2%
O=C(NCc1ccc(F)cc1)c1ccc2c(c1)S(=O)(=O)c1ccccc1C2=O	.	.	-22%	?	.	2%	.
COc1ccccc1C(=O)OCc1ccc2sc(C)nc2c1	-26%[2.29 µM]	3%	14%	-5	-2%	-4%	-4%
CN(C)S(=O)(=O)c1ccc(N2CCCC2)c(C(=O)Nc2nc3ccccc3s2)c1	34%	-1%	-1%	7	-5%	5%	3%
COc1ccc(OCCCC(=O)Nc2ccc3c(c2)OCCO3)cc1	1%	-4%	1%	-14	7%	4%	3%
CC1(C(=O)Nc2ccc(Cl)c(C(F)(F)F)c2)Cc2c(-c3ccc4c(c3)OCO4)ccnc2O1 (stereo unspecified)	.	.	-4%	-19	.	-7%	.
CCCOc1ccc(C(=O)NCCO)cc1	-25%	0%	-6%	-4	0%	4%	-5%

Structure	AmpC no deterg	Sm TGR block	AMA1 RON2 block	HCMV inh	AmpC inh detg	TbPYK inhibitor	LmPK inhibitor
COc1ccc(/C=N/NC(=O)Cc2csc(Nc3cccc(C(F)(F)F)c3)n2)c(OC)c1	-58%	4%	-1%	-6	5%	-6%	1%
O=C1c2cccc3c([N+](=O)[O-])ccc(c23)C(=O)N1CCc1ccccn1	-19%	?	-3%	-12	3%	4%	-2%
CCN1CCN(C(=O)c2cc(COc3ccc(F)c(F)c3)on2)[C@@H](C)C1=O	.	.	6%	9	.	6%	.
Cc1cc(/C=N/NC(N)=S)c(C)n1-c1cccc(Cl)c1	-34%	1%	-25%	-65*	-5%	-15%	2%
CCOC(=O)C1=C(C)N(c2ccc(C)c(C)c2)C(=O)/C1=C\c1ccco1	-25%	0%	?	5	-1%	-3%	0%
COc1cccc2c1cc1c(=O)n(CC(=O)NCCCN3CCCCC3)nc(C)n12	-9%	-1%	5%	.	-6%	0%	1%
CCOc1ncccc1C(=O)NNC(=O)c1csc(N2CCOCC2)n1	-7%	-1%	105%[activator]	-35	?	5%	.
COc1ccc(CCNC(=O)CSCc2nc(-c3ccc(OC)c(OC)c3)oc2C)cc1OC	.	-10%	.	-2	-11%	-6%	.
Cc1nc(N)nc(-c2ccccc2O)n1	-24%	12%	10%	2	-1%	1%	0%
COP(=O)(OC)C1(Nc2ccc(C)cc2)CCCCC1	31%	4%	9%	13	-8%	-5%	-23%

Structure	AmpC no deterg	Sm TGR block	AMA1 RON2 block	HCMV inh	AmpC inh detg	TbPYK inhibitor	LmPK inhibitor
Clc1ccc(OCCn2ccnc2)cc1Cl	2%	-9%	?	21	0%	10%	1%
CCOCCOC(=O)c1ccc(NC(=O)C2COc3ccccc3O2)cc1 (stereo unspecified)	-9%	1%	-3%	29	0%	1%	5%
Cc1cccc(-n2ncc(C(=O)NC3CCCC3)c2C2CCN(C(=O)OC(C)(C)C)CC2)c1	22%	-17%	10%	-17	?	-5%	-5%
O=C(COC(=O)CN1C(=O)c2cccc([N+](=O)[O-])c2C1=O)NC1CCS(=O)(=O)C1 (stereo unspecified)	55%	8%	-7%	-30	-10%	-4%	4%
COC(=O)c1nnn(-c2cc(Cl)cc(Cl)c2)c1C(=O)OC	-7%	17%	-2%	34	5%	8%	-3%
Cc1ccc(CNC(=O)C2CCC(=O)N(Cc3ccc(Cl)cc3)C2)cc1F (stereo unspecified)	147%[activator]	-3%	9%	-1	2%	4%	0%
CC(=O)c1ccc(S(=O)(=O)NC2CC(=O)N(c3ccc(C)cc3)C2)cc1 (stereo unspecified)	?	6%	-3%	-33	?	2%	.
CC(C)(C)c1ccc(OCCCCCCN2CCNCC2)cc1	.	.	-21%	?	.	0%	.
CCCc1nc2ccccc2n1CC(O)COc1ccc(C(=O)OC)cc1 (stereo unspecified)	.	3%	.	-27	22%	0%	.
CCOC(=O)Cn1c(=O)n(CC2CCCO2)c2nc(-c3ccc(CC)cc3)nc(C(N)=O)c21 (stereo unspecified)	.	-5%	.	5	7%	2%	.
O=C(Nc1ccccc1Cl)C1CCN(c2nc3ccccc3nc2C(F)(F)F)CC1	.	1%	.	7	-7%	-5%	.
CCOC(=O)C1CCCN(c2cc(C)nc3c(-c4ccccc4OC)c(C)nn23)C1 (stereo unspecified)	.	10%	.	1	3%	1%	.

Reprinted at random: two entries already listed
Structure	AmpC no deterg	Sm TGR block	AMA1 RON2 block	HCMV inh	AmpC inh detg	TbPYK inhibitor	LmPK inhibitor
CCCc1nc2ccccc2n1CC(O)COc1ccc(C(=O)OC)cc1 (stereo unspecified)	.	3%	.	-27	22%	0%	.
O=C(Nc1ccccc1Cl)C1CCN(c2nc3ccccc3nc2C(F)(F)F)CC1	.	1%	.	7	-7%	-5%	.
